# Screening results: PubChem, The Scripps Research Institute Molecular Screening Center
# LYPLA2 counter: counter-screen for PME1 inhibitors: inhibitors of human LYPLA2; O95372; recombinant LYPLA2, FP-Rh probe fluorescence polarization; inhibition, % at 5.9 µM; 320,000 tested, 0.38% active; AID 2177;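 active means inhibition above the screen-wide mean plus 3 SD, limit set per campaign, cut at about 26% in these data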;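 further: 0% = LYPLA2 with DMSO and 100% = wells lacking LYPLA2 enzyme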
# PREPL inhibitor: inhibitors of human prolyl oligopeptidase-like enzyme PREPL. Q4J6C6. inhibition, % at 5.96 µM. recombinant PREPL, fluorescence polarization activity-based probe. 320,000 tested, 0.68% active; in the data active means inhibition above about 43%;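 further: 0% = enzyme with DMSO and 100% = wells lacking enzyme; many of its hits are not listed in these tables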
# Target sequence (Q4J6C6 whole entry, looked up): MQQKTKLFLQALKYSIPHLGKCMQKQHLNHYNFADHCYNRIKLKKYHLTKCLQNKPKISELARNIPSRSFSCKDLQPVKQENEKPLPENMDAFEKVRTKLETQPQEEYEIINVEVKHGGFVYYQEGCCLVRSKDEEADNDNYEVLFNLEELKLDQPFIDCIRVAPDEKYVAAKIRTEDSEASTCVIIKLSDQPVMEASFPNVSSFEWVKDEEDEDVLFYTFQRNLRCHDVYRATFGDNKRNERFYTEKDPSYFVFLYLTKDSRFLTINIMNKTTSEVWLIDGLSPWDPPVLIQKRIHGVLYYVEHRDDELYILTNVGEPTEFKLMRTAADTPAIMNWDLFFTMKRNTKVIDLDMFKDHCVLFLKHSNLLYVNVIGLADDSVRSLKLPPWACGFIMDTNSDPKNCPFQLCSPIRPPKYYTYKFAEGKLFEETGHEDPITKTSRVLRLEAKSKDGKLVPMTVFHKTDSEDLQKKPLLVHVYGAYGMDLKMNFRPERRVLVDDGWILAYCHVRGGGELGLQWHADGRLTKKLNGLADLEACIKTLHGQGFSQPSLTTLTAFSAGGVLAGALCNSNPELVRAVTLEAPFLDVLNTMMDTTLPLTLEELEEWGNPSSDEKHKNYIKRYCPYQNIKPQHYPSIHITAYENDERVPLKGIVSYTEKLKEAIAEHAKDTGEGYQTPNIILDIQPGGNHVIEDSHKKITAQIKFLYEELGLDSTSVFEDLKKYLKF
# pPAFAH inh: inhibitors of human plasma PAF acetylhydrolase (pPAFAH); recombinant pPAFAH, FP-rhodamine probe fluorescence polarization; inhibition, % at 3.39 µM; 330,000 tested, 1.5% active; AID 463082;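 active means inhibition above the mean inhibition across the screen plus 3 SD, cut at about 25% in these data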;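 further: inhibitors block binding of the rhodamine activity-based probe so polarization drops; 0% = enzyme with DMSO and 100% = wells lacking pPAFAH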
# PAD4 FP inh: blocks human protein arginine deiminase 4 | Q9UM07 | recombinant PAD4, RCA probe fluorescence polarization | inhibition, % at 6.36 µM | 330,000 tested, 0.41% active | AID 485272;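 active means percent inhibition above a cutoff equal to the mean of all tested compounds plus 3 SD, cut at about 15% in these data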;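 further: 0% = PAD4 with RCA probe and DMSO and 100% = probe without PAD4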
# LYPLA1 inh: blocks human lysophospholipase 1, a PME1 counter-screen | O75608 | recombinant LYPLA1, FP-Rh probe fluorescence polarization | inhibition, % at 5.9 µM | 320,000 tested, 0.16% active | AID 2174;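 active means inhibition above the mean of all tested compounds plus 3 SD, set per campaign, cut at about 14% in these data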;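 further: inhibitors block serine hydrolase probe labeling of LYPLA1 so polarization falls; 0% = enzyme with DMSO and 100% = wells lacking LYPLA1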
# PAFAH1B2 inh: blocks human PAF acetylhydrolase 1b catalytic subunit 2; recombinant PAFAH1B2, FP-rhodamine activity probe, fluorescence polarization; inhibition, % at 3.39 µM; 340,000 tested, 1.2% active;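 active means inhibition above the mean of all tested compounds plus 3 SD, cut at about 24% in these data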;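 further: 0% = enzyme with DMSO and 100% = wells lacking PAFAH1B2; many of its hits are not listed in these tables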
# Target sequence (P68402 whole entry, looked up): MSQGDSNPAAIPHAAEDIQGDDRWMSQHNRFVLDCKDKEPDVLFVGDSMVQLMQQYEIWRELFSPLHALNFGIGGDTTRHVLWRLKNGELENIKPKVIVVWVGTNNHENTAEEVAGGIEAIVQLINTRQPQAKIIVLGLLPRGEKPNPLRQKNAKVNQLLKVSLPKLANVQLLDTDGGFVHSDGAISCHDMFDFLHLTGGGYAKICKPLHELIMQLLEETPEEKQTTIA
# PAFAH1B3 inh: blocks human PAF acetylhydrolase 1B catalytic subunit 3; recombinant PAFAH1B3, FP-rhodamine probe, fluorescence polarization; inhibition, % at 3.39 µM; 340,000 tested, 0.28% active; AID 492972;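 active means inhibition above the screen-wide average of all tested compounds plus 3 SD, cut at about 25% in these data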;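 further: 0% = enzyme with DMSO only and 100% = wells lacking PAFAH1B3 protein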
# GSTO1 inh: GSTO1 inhibition, counter-screen for RBBP9 inhibitors. recombinant GSTO1, activity-based probe fluorescence polarization. inhibition, % at 5.96 µM. P78417. 300,000 tested, 1.1% active;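 active means inhibition above the campaign mean inhibition plus 3 SD, cut at about 35% in these data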;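 further: 0% = GSTO1-1 with DMSO and 100% = wells lacking GSTO1-1 enzyme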
# PAFAH2 FP inh: inhibitors of human PAFAH2; inhibition, % at 3.39 µM; 340,000 tested, 0.99% active; Q99487; recombinant PAFAH2, FP-rhodamine activity probe, fluorescence polarization;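 active means inhibition above the mean over all tested compounds plus 3 SD, cut at about 30% in these data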;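 further: inhibitors block probe labeling of enzyme so polarization drops; 0% = enzyme with DMSO and 100% = wells lacking PAFAH2 protein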
# Starred values were filed as active, the others as inactive; / = no result given.
[1] N/C(=N\OC(=O)CC1CCCCC1)c1cccc([N+](=O)[O-])c1
[2] O=C(Cc1ccc([N+](=O)[O-])cc1)Nc1cc(C(F)(F)F)cc(C(F)(F)F)c1
[3] O=c1c2cnn(-c3ccc(F)cc3)c2ncn1Cc1ccc(F)cc1
[4] COc1ccccc1NC(=O)c1c(O)c2ccccc2[nH]c1=O
[5] COc1cnc(-c2ccccn2)nc1Oc1ccc(Cl)cc1
[6] Cc1ccc(N(CC(=O)N/N=C/c2cc(C)n(-c3ccccc3)c2C)S(C)(=O)=O)c(C)c1
[7] COc1ccc(NS(=O)(=O)c2ccc(OCC(=O)N3CCOCC3)cc2)cc1Cl
[8] CCCc1cc(=O)oc2cc(C)cc(OCC(=O)NC3CC3)c12
[9] Cc1ccc(F)cc1S(=O)(=O)Nc1cccc(C(=O)N2CCCC(C(N)=O)C2)c1 (centres undefined)
[10] CCc1ccc(NC(=O)CCn2ccnc2C)cc1
Compound,1,2,3,4,5,6,7,8,9,10
LYPLA2 counter,1,-6,-1,-4,11,0,4,2,6,-3
PREPL inhibitor,4,3,-14,-5,29,17,1,-2,2,-9
pPAFAH inh,1,5,6,5,-2,9,11,4,-2,3
PAD4 FP inh,-2,2,-3,3,-1,-4,-1,5,-2,0
LYPLA1 inh,0,-1,4,2,0,1,-2,2,1,-2
PAFAH1B2 inh,20,0,2,3,2,-1,5,-1,2,8
PAFAH1B3 inh,4,-5,-1,3,11,2,2,-3,9,-3
GSTO1 inh,-5,0,2,9,9,3,12,0,/,3
PAFAH2 FP inh,7,2,-3,1,-3,4,8,1,45*,6

[11] Cc1cc(C)n(-c2ccc(C(=O)Nc3ccc(C)c(S(=O)(=O)N(C)C)c3)cc2)n1
[12] CC(C)CC(OC(=O)c1nsc(Cl)c1Cl)C(=O)NCc1cccs1 (centres undefined)
[13] COc1ccccc1C(=O)OCC(=O)Nc1cc(S(=O)(=O)N2CCOCC2)ccc1N1CCCC1
[14] CC(C)N(C(=S)NCc1ccccc1)C(C)C
[15] COc1cc(N)c(Cl)cc1NC(=O)c1ccccc1
[16] O=C(Cn1cncn1)N/N=C/c1cc([N+](=O)[O-])ccc1O
[17] Cc1ccc(C)n1NC(=O)c1ccco1
[18] COC(=O)c1sccc1NC(=O)c1cccc(Cl)c1
[19] CCOC(=O)C1=C(C)NC(C)=C(C(=O)OCC)C1C(=O)OCC(=O)NCc1ccccc1OC
[20] COc1cccc(NC2=Nc3cccc4cccc2c34)c1
Compound,11,12,13,14,15,16,17,18,19,20
LYPLA2 counter,3,-7,3,7,1,-4,7,4,/,-3
PREPL inhibitor,-4,9,5,-6,4,0,-2,-4,9,7
pPAFAH inh,3,-4,2,4,2,-6,0,5,5,3
PAD4 FP inh,2,-10,-1,2,-2,1,0,1,7,-1
LYPLA1 inh,-9,0,2,4,5,1,-1,-4,/,-2
PAFAH1B2 inh,0,7,6,0,7,5,1,11,6,6
PAFAH1B3 inh,10,3,8,2,20,7,2,12,6,9
GSTO1 inh,-2,-9,-9,0,-3,3,1,-4,/,-7
PAFAH2 FP inh,-2,0,-2,-1,5,0,4,8,-6,6

# 3 of the compounds above, as tab-separated lines.
item	molecule	LYPLA2 counter	PREPL inhibitor	pPAFAH inh	PAD4 FP inh	LYPLA1 inh	PAFAH1B2 inh	PAFAH1B3 inh	GSTO1 inh	PAFAH2 FP inh
18	COC(=O)c1sccc1NC(=O)c1cccc(Cl)c1	4	-4	5	1	-4	11	12	-4	8
20	COc1cccc(NC2=Nc3cccc4cccc2c34)c1	-3	7	3	-1	-2	6	9	-7	6
11	Cc1cc(C)n(-c2ccc(C(=O)Nc3ccc(C)c(S(=O)(=O)N(C)C)c3)cc2)n1	3	-4	3	2	-9	0	10	-2	-2

# (listing goes on)
[21] CC(C)Cc1nc(N2CCN(C(=O)c3ccco3)CC2)c(C#N)c2c1CCC2
[22] CSc1nc(N(C)NC(=O)c2cccc(C)c2)c2ccccc2n1
[23] O=C(Nc1ccccc1)c1ccc(NC(=O)c2cccs2)cc1
[24] CCOc1cc(CNn2cnnc2)ccc1OCC(=O)NC1CCCCC1
[25] Cc1ccc(C(C(=O)NCc2ccco2)N(C(=O)CNC(=O)c2cccs2)c2ccc(C)cc2C)cc1 (centres undefined)
[26] CCOc1ncccc1C(=O)NNC(=O)c1cccc(S(=O)(=O)Nc2ccc(OC)cc2)c1
[27] COC(=O)N1CCN(c2ccc(C(C)=O)cc2)CC1
[28] O=C(Nc1nc2ccc(F)cc2s1)C1=COCCO1
[29] CC(C)(C)NC(=O)C1CCN(C(=O)c2ccc(-c3ccccc3)cc2)CC1
[30] COc1cccc(NC(=O)C(c2ccccc2)N2CCCCC2)c1 (centres undefined)
Compound,21,22,23,24,25,26,27,28,29,30
LYPLA2 counter,9,-2,0,-2,-1,-3,4,-8,8,7
PREPL inhibitor,11,-7,2,-2,3,0,14,-2,-2,2
pPAFAH inh,24,-5,-1,1,0,20,-1,0,-1,5
PAD4 FP inh,0,-5,3,0,0,4,-3,5,-8,-1
LYPLA1 inh,4,-1,3,-1,-2,1,5,-5,0,1
PAFAH1B2 inh,9,2,6,3,3,0,4,2,3,6
PAFAH1B3 inh,-6,5,-1,9,3,4,10,0,3,1
GSTO1 inh,-3,0,2,0,1,11,3,6,7,9
PAFAH2 FP inh,3,5,-6,0,3,-5,9,-7,-9,-2

# 3 entries out of the list above, arranged by the value under PAFAH1B2 inh, smallest number first.
entry	Molecule	PREPL inhibitor	pPAFAH inh	PAD4 FP inh	PAFAH1B2 inh	PAFAH1B3 inh	PAFAH2 FP inh
22	CSc1nc(N(C)NC(=O)c2cccc(C)c2)c2ccccc2n1	-7	-5	-5	2	5	5
29	CC(C)(C)NC(=O)C1CCN(C(=O)c2ccc(-c3ccccc3)cc2)CC1	-2	-1	-8	3	3	-9
23	O=C(Nc1ccccc1)c1ccc(NC(=O)c2cccs2)cc1	2	-1	3	6	-1	-6

# (continued)
[31] CN(C(=O)c1ccc(NC(=O)Cc2ccc(NC(=O)C3CCN(C(=O)C4CC4)CC3)cc2)cc1)C1CC1
[32] CS(=O)(=O)N(CC(=O)NCc1ccccc1)Cc1ccc(Cl)cc1
[33] Cc1nn(Cc2ccccc2)c(C)c1NC(=O)CSc1nc2c(c(C(F)(F)F)n1)CCc1ccccc1-2
[34] CCOc1cc(/C=C2/C(=O)NN(c3cccc(Cl)c3)C2=O)ccc1O
[35] O=C(NC1CCCCC1)C1CCC(CNS(=O)(=O)c2cccc3nsnc23)CC1 (centres undefined)
[36] CCCCN(C)CCNC(=O)CSCc1ccc(C)cc1
[37] COC(=O)c1sccc1NC(=O)c1ccc(C)cc1
[38] CCN(CC)S(=O)(=O)c1ccc(NC(=O)c2ccccc2N(C)S(C)(=O)=O)cc1
[39] O=C(COC(=O)c1cccc(C(=O)OCC(=O)NCc2ccc(F)cc2)n1)NCc1ccc(F)cc1
[40] CC(NC(=O)c1ccccc1F)c1nnc(SCC(=O)NC2CCCC2)n1C (centres undefined)
Compound,31,32,33,34,35,36,37,38,39,40
LYPLA2 counter,5,4,3,-3,5,-3,-6,1,-2,-12
PREPL inhibitor,1,-6,1,7,-4,-7,-6,0,-13,6
pPAFAH inh,0,7,-3,20,-6,5,-3,0,2,-2
PAD4 FP inh,-3,2,-5,2,5,-2,-2,1,-2,-3
LYPLA1 inh,4,3,4,-2,1,1,0,5,1,-2
PAFAH1B2 inh,4,16,6,14,9,5,1,-2,2,4
PAFAH1B3 inh,-6,7,5,14,-9,-2,3,5,7,-1
GSTO1 inh,/,-4,5,2,2,8,-1,-2,8,12
PAFAH2 FP inh,2,-1,0,18,-3,1,-5,6,-2,10

[41] O=C(CN1CCN(c2ccccn2)CC1)Nc1ccccc1F
[42] O=C(c1ccco1)N1CCN(S(=O)(=O)c2ccc(S(=O)(=O)NC3CC3)cc2)CC1
[43] CCCN(CC(=O)Nc1ccccc1OC)C(=O)CSc1ccc(Br)cc1C
[44] COc1cccc(-c2cc(C(=O)N3CCCCCC3)no2)c1
[45] CC(=O)N1N=C(c2ccccc2)CC1c1ccc2c(c1)OCO2 (centres undefined)
[46] COc1cc(OC)c(CN2CCCCCCC2)cc1Br
[47] CCN1CCN(CC(=O)c2c(C)n(C)c3ccc(OC)cc23)CC1
[48] C=CCOc1ccccc1/C=N/n1nnnc1N
[49] COc1ccc(NC(=O)c2cc(=O)[nH]c3ccccc23)cc1
[50] COc1ccc(CN2C(=O)c3cccnc3C2=O)cc1S(=O)(=O)NC1CCCCC1
Compound,41,42,43,44,45,46,47,48,49,50
LYPLA2 counter,-7,3,-7,4,1,-4,-1,-7,1,-8
PREPL inhibitor,17,-15,6,-6,-9,6,3,1,15,11
pPAFAH inh,2,0,0,1,4,3,6,1,0,4
PAD4 FP inh,1,-3,-6,-7,-6,0,-3,1,0,2
LYPLA1 inh,-2,-3,-6,6,-5,-2,0,-3,2,-5
PAFAH1B2 inh,0,0,4,0,0,5,6,6,8,-1
PAFAH1B3 inh,5,6,-3,-2,-2,7,9,8,8,9
GSTO1 inh,8,1,/,3,-3,1,10,-4,3,1
PAFAH2 FP inh,0,2,2,12,-3,3,-4,3,0,4

[51] Cc1nc2sc(C(c3ccco3)N3CCN(c4ccc(F)cc4)CC3)c(O)n2n1 (centres undefined)
[52] COc1ccc(C(=O)NCCC(=O)NCc2cc(=O)n(C)c(=O)n2C)cc1
[53] O=C1c2ccccc2C(=O)N1c1ccccc1S(=O)C(F)(F)F (centres undefined)
[54] O=C(CC1C(=O)NCCN1Cc1c(F)cccc1Cl)NCCc1ccccn1 (centres undefined)
[55] Clc1cccc(-c2nnc(-c3ccno3)o2)c1
[56] CC(C)NC(=O)CN(Cc1ccc(F)cc1)C(=O)CCC(=O)Nc1nccs1
[57] C=CCN1C(=O)C(CC(=O)Nc2ccc(OC)cc2)N(Cc2ccco2)C1=S (centres undefined)
[58] O=C(O)CC(CNS(=O)(=O)c1ccccc1)c1ccccc1 (centres undefined)
[59] COC(=O)C1CSC(C(=O)OC)N1C(=O)Nc1ccccc1 (centres undefined)
[60] COC(=O)c1c(N2C(=O)CCC2=O)sc2c1CCCC2
Compound,51,52,53,54,55,56,57,58,59,60
LYPLA2 counter,2,6,-5,-9,3,-2,-1,4,7,-7
PREPL inhibitor,-7,3,12,5,6,0,4,-3,11,1
pPAFAH inh,2,6,-3,0,0,-4,1,7,0,3
PAD4 FP inh,5,-1,-8,1,2,6,-3,0,5,-1
LYPLA1 inh,0,2,0,-3,-2,2,1,2,1,2
PAFAH1B2 inh,1,4,1,0,1,1,-1,3,1,-6
PAFAH1B3 inh,-3,3,-1,4,11,4,-1,9,-2,-5
GSTO1 inh,3,-1,-8,6,5,6,-8,-3,-6,-4
PAFAH2 FP inh,-2,-7,-4,8,1,-1,2,-5,4,-6

[61] O=C(c1cnccn1)N(Cc1cccs1)C1(C(=O)NC2CCCC2)CCCCC1
[62] CCCCNC(=S)Nc1ccc([N+](=O)[O-])cc1
[63] CC(=O)NCCn1c(SCc2ccc(C)cc2C)nc2ccccc2c1=O
[64] Cc1cc(C)nc(SCC(=O)Nc2cc(C)on2)n1
Compound,61,62,63,64
LYPLA2 counter,2,9,5,9
PREPL inhibitor,-1,2,26,7
pPAFAH inh,2,-2,-5,0
PAD4 FP inh,-1,1,2,4
LYPLA1 inh,-1,1,-3,4
PAFAH1B2 inh,2,-2,5,-2
PAFAH1B3 inh,-3,3,1,6
GSTO1 inh,5,-2,-3,2
PAFAH2 FP inh,-3,-3,9,0

# An excerpt, so the mix of outcomes need not match the whole.
